# Screening data deposited in PubChem BioAssay by National Center for Advancing Translational Sciences (NCATS).
# RGS12 GoLoco inh: qHTS Assay for Inhibitors of RGS12 GoLoco Motif Activity (Red Fluorophore). 230,000 compounds, 0.44% hits. AID 880, 2007. Guanine nucleotide-binding protein G(i) subunit alpha-1 (Homo sapiens), P63096. Potency, µM (top dose mostly 61.6 µM), without a hit: top-dose activity, negative = inhibition, most hits filed as inhibitors. Gai1:RGS12 GoLoco peptide FP, rhodamine, 10 min; active = well fitted inhibition curve with a large enough effect, not every such curve was filed as active; inactive = no such curve, though single readings can be large or run the other way; also: nearly all actives have a fitted effect of over 30% in size; many of its hits are not listed in these tables
# Target sequence (P63096 whole entry, looked up): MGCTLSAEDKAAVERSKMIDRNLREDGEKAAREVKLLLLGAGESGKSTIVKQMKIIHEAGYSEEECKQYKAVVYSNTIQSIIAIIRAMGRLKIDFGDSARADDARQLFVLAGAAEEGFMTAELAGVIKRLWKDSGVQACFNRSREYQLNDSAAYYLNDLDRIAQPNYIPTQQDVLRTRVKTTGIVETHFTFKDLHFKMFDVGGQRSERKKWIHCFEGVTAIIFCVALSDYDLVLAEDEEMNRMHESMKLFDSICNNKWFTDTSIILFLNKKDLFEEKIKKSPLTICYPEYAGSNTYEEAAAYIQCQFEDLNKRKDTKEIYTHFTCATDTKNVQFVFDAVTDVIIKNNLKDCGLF
# RECQ1 helicase: qHTS Assay for Inhibitors of RecQ-Like Dna Helicase 1 (RECQ1) | Potency, µM (highest dose often 57.3 µM), inactives show at the highest dose activity, negative = inhibition, most hits filed as inhibitors | 240,000 compounds, 0.54% hits | RECQ1 DNA unwinding, red fluorescence kinetic read | AID 2549, 2010;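 also: plate controls were vehicle for no effect and no enzyme for full effect; nearly all actives have a fitted effect of over 30% in size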
#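 RECQ1T1 50 nM; forked duplex (20 bp + 30-nt ss tails) 200 nM, ATP 2 mM final; pH 8.0, 2 mM MgCl2, 2.5 ug/ml poly(dI-dC); 15 min compound preincubation; discontinuous kinetic read over 2 h at RT.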
# JMJD2E inh: qHTS Assay for Inhibitors of Human Jumonji Domain Containing 2E (JMJD2E). Lysine-specific demethylase 4E (Homo sapiens), B2RXH2. JMJD2E catalytic domain, FDH-coupled NADH fluorescence (FDH is formaldehyde dehydrogenase). Potency, µM (series often up to 57.1 µM), for the others: at the top dose activity change, negative = inhibition, hits mostly inhibitors. 230,000 compounds, 1.6% hits. AID 2147, 2009; active = well fitted inhibition curve with a large enough effect, not every such curve was filed as active; inconclusive = small, poorly fitted or top-dose-only effect, or another doubt; inactive = no such curve, though single readings can be large or run the other way;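 also: 0% = wells with enzyme and -100% = buffer wells without enzyme; nearly all actives have a fitted effect of over 50% in size; many of its hits are not listed in these tables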
# Target sequence (B2RXH2 1-337 limits assumed): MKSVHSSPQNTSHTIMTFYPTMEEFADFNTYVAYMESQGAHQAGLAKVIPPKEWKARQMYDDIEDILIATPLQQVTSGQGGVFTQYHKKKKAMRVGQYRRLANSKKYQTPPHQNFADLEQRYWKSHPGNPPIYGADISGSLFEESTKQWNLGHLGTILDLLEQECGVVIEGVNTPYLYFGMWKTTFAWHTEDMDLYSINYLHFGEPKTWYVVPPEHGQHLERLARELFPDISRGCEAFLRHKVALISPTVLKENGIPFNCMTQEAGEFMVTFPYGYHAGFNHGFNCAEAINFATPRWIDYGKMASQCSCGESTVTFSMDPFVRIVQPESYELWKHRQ
# TRb-SRC2 inh: qHTS for Inhibitors of the Interaction of Thyroid Hormone Receptor and Steroid Receptor Coregulator 2; TRbeta-SRC2 peptide binding, fluorescence polarization; receptor liganded with 1 µM T3; Potency, µM (top dose mostly 106 µM), without a hit: at the highest dose activity change, negative = inhibition, hits mostly inhibitors; 280,000 compounds, 0.065% hits; AID 1469, 2008;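 also: plate controls were bound peptide for no effect and peptide without receptor for full effect; nearly all actives have a fitted effect of over 50% in size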
#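 A fluorescence polarization screen tested compounds at multiple concentrations against complex formation between 0.6 uM TRb ligand-binding domain and 20 nM Texas Red SRC2 peptide, with 1 uM T3 present; readout after 5 hr.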
# Tau ThT inhib: qHTS for Inhibitors of Tau Fibril Formation, Thioflavin T Binding; Microtubule-associated protein tau (Homo sapiens), P10636; recombinant tau K18 P301L (four-repeat tau fragment), heparin-induced fibrillization, ThT fluorescence; Potency, µM (doses to about 57.4 µM), for the others: at the top dose activity, negative = inhibition, hits mostly inhibitors; 270,000 compounds, 2.1% hits; AID 1460, 2008; also: nearly all actives have a fitted effect of over 55% in size
# Target sequence (P10636 561-689 P618L limits assumed): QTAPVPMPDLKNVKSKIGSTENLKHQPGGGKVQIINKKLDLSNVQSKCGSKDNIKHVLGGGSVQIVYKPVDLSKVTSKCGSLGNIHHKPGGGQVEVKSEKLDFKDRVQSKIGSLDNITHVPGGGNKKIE
#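 Tau K18 P301L fragment (15 uM unlabeled plus 0.24 uM Alexa 594-labeled) in 100 mM sodium acetate pH 7 with compound, fibrillization induced by 20 uM heparin for 6 hr at 37 C. Thioflavin T (30 uM) added, fluorescence read after 1 hr (ex 450, em 510 nm).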
# Tau fibril FP: qHTS for Inhibitors of Tau Fibril Formation, Fluorescence Polarization. Microtubule-associated protein tau (Homo sapiens), P10636. K18 P301L tau heparin fibrillization, Alexa594 FP, 6 h. Potency, µM (titrated, usually from 57.7 µM), without a hit: at the top dose activity, negative = inhibition, most hits filed as inhibitors. 280,000 compounds, 0.39% hits. AID 1468, 2008; also: nearly all actives have a fitted effect of over 55% in size
#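 Recombinant K18 P301L […], labeled with Alexa 594 at 0.24 uM over 15 uM unlabeled; heparin inducer 20 uM final; 37 C, 6 hr; FP endpoint.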
# TR SRC2 fluor cs: Total Fluorescence Counterscreen for Inhibitors of the Interaction of Thyroid Hormone Receptor and Steroid Receptor Coregulator 2 | TRb/SRC2 Texas Red total fluorescence interference | Potency, µM (doses to about 106 µM), without a hit: at the top dose fluorescence change, negative = quenching | 280,000 compounds, 0.29% hits | AID 1479, 2009; active = well fitted curve in either direction with a large enough effect; inconclusive = small, poorly fitted or top-dose-only effect
#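 Flags fluorescent or light-absorbing compounds by total fluorescence, S + 2P, at 555 nm excitation and 632 nm emission. Mixture: 20 nM Texas Red SRC2 peptide, 0.6 uM human TRb LBD, 1 uM T3, 5% DMSO; compound exposure 5 h at ambient temperature.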
# L3MBTL1 block: qHTS Assay for the Inhibitors of L3MBTL1 | Lethal(3)malignant brain tumor-like protein 1 (Homo sapiens), Q9Y468 | AlphaScreen L3MBTL1–H3K9me1 peptide binding | Potency, µM (highest dose often 57.1 µM), inactives show at the top dose activity, negative = inhibition, hits mostly inhibitors | 230,000 compounds, 0.66% hits | AID 485360, 2010; also: nearly all actives have a fitted effect of over 60% in size
#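 AlphaScreen assay: L3MBTL1 (50 nM final) was preincubated 30 min at room temperature with biotinylated H3(1-15)K9me1 peptide (75 nM final), then 30 min with library compounds; streptavidin donor and nickel chelate acceptor beads (10 ug/mL final) added, 30 min dark.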
# Starred values were filed as active, the others as inactive; i = inactive; u = inconclusive; x = no result given; & = joins results of further samples. Unless noted, calls follow the shape of the dose curve; as a rule, active = well fitted curve in the direction sought with a large enough effect; inconclusive = small, poorly fitted or top-dose-only effect, or another doubt; inactive = no such curve, though single readings can be large; an effect the other way counts as inactive or inconclusive. Unless noted, % is scaled to controls: 0 for no effect and ±100 for the full control effect; potency is read from the fitted curve at half-maximal effect. Not all compounds are listed; count on the stated rates, not on these rows.
structure	RGS12 GoLoco inh	RECQ1 helicase	JMJD2E inh	TRb-SRC2 inh	Tau ThT inhib	Tau fibril FP	TR SRC2 fluor cs	L3MBTL1 block
CCc1ccc(-c2cc(C)no2)cc1S(=O)(=O)NCc1ccco1	x	x	x	1.8%	-4.4%	-7.0%	-1.0%	x
Cc1cccc(NC(=O)c2nc[nH]c2C(=O)N[C@@H](CCCCNC(=O)OC(C)(C)C)C(=O)OC(C)(C)C)c1	3.9%	-27.2%	u	4.1%	-1.7%	u	-1.0%	x
CC12CCC(C(=O)N(NC(=O)c3cccnc3)C1=O)C2(C)C (stereo unspecified)	3.9%	-3.9%	3.0%	-2.7%	-0.3%	-3.9%	-2.1%	8.2%
Cn1c(=O)[nH]c(=O)c2c1nc(NCCCO)n2Cc1ccc(F)cc1	7.6%	-6.8%	4.6%	-21.3%	-1.8%	4.7%	0.1%	24.2%
O=C(Nc1nc2ccccc2s1)c1cc2c(s1)-c1ccccc1OC2	-4.0%	-4.8%	u	-6.6%	-9.0%	u	-6.3%	x
COc1ccc(NC(=O)/C(C#N)=C\c2cc(OC)c(OCc3ccc(C(=O)O)cc3)cc2Br)cc1	-0.2%	-6.7%	1.0%	5.8%	u	-1.0%	0.3%	x
CCc1ccc2c(c1)NC(c1ccc(F)cc1)=NC(c1ccncc1)=N2	x	x	x	4.4%	-17.1%	16.5%	-0.4%	x
CCn1c(SCC(=O)Nc2nc3c(s2)CCCC3)nnc1-c1ccccc1	2.8%	i	-5.5%	-4.1%	-13.5%	-1.7%	-8.6%	-3.0%
O=C(Cn1cnc([N+](=O)[O-])n1)NC1CC1	5.3%	-5.9%	-1.9%	2.0%	-2.5%	4.7%	1.3%	16.1%
Cc1ccc(/C(O)=C2\C(=O)C(=O)N(CCc3c[nH]c4ccccc34)C2c2cccnc2)cc1 (stereo unspecified)	4.3%	-6.8%	-9.7%	7.9%	-8.0%	4.6%	-2.3%	17.0%

# Reformatted with values under each structure: entries from further up
# The line under a structure holds: RGS12 GoLoco inh	RECQ1 helicase	JMJD2E inh	TRb-SRC2 inh	Tau ThT inhib	Tau fibril FP	TR SRC2 fluor cs	L3MBTL1 block
CC12CCC(C(=O)N(NC(=O)c3cccnc3)C1=O)C2(C)C (stereo unspecified)
 : 3.9%	-3.9%	3.0%	-2.7%	-0.3%	-3.9%	-2.1%	8.2%
Cn1c(=O)[nH]c(=O)c2c1nc(NCCCO)n2Cc1ccc(F)cc1
 : 7.6%	-6.8%	4.6%	-21.3%	-1.8%	4.7%	0.1%	24.2%

# (continued)
structure	RGS12 GoLoco inh	RECQ1 helicase	JMJD2E inh	TRb-SRC2 inh	Tau ThT inhib	Tau fibril FP	TR SRC2 fluor cs	L3MBTL1 block
Cc1[nH]c2ccc(C(C)C)cc2c1CC(=O)O	15.5%	-13.8%	u	4.4%	x	7.2%	-5.5%	x
Cc1ccc2nnc(Cl)n2n1	5.4%	-0.5%	u	7.2%	-9.7%	-0.7%	-1.7%	3.5%
Cc1cc(Cl)ccc1NC(=O)c1cc(S(=O)(=O)N2CCOCC2)cn1C	x	x	x	2.4%	0.5%	-12.8%	u	x
CC(=O)Oc1ccc(N(C(C)=O)S(=O)(=O)c2cc([N+](=O)[O-])ccc2C)cc1	8.1%	-8.6%	4.3%	-7.5%	-7.1%	-2.9%	-2.5%	-0.6%
CCOC(=O)Cc1csc(NC(=S)NC(=O)CC(C)C)n1	-1.8%	-3.3%	9.5%	-8.4%	-0.5%	-0.8%	-0.6%	3.6%
CCOC(=O)c1ccc(NC(=O)COc2ccc(S(=O)(=O)NC(C)C)cc2)cc1	2.5%	i	2.2%	-6.5%	-6.7%	-10.0%	-1.8%	x
COc1cc(C(=O)N2CCN(S(=O)(=O)c3ccc(F)cc3)CC2)cc(OC)c1OC	3.0%	i	-3.8%	-6.6%	-9.3%	11.4%	-0.8%	x
Cc1ccc(C(=O)NCCc2nnc3ccc(SCC(=O)Nc4cc(C)on4)nn23)cc1	5.1%	i	u	1.2%	-1.7%	8.9%	-0.7%	x
Cn1c(=O)n(-c2ccc3c(c2)OCO3)c2nc(-c3ccc(Cl)cc3)nc(C(N)=O)c21	x	x	x	2.8%	-9.0%	-9.3%	-14.9%	x
CSc1cccc(NS(=O)(=O)c2ccccc2)c1	3.7%	-0.6%	11.4%	-1.4%	6.0%	-12.9%	-4.9%	10.4%
Cc1cccc(OCC(=O)N(Cc2cccs2)C2CCS(=O)(=O)C2)c1C (stereo unspecified)	-8.2%	i	0.4%	-19.6%	-0.6%	7.1%	0.9%	-1.4%
CSc1nn(Cc2ccc(Cl)cc2)c(N(C(C)=O)C(C)=O)c1S(=O)(=O)c1ccccc1	x	x	x	-3.4%	u	u	2.2%	x
O=C(COc1ccc(S(=O)(=O)N2CCCCC2)cc1)NCc1cccnc1	-1.4%	-15.3%	0.3%	3.9%	-9.4%	-9.0%	-1.8%	x
CCC1CCCCN1C(=O)CSc1nc2c([nH]c3ccccc32)c(=O)n1C (stereo unspecified)	-5.6%	-14.7%	8.3%	6.1%	-11.4%	2.9%	-0.1%	u
COc1ccc(COc2ccsc2C(=O)Nc2ccc(Cl)cc2)cc1	4.9%	-4.2%	u	13.6%	-9.6%	u	-4.4%	6.8%
COc1ccc(NC(=O)Cn2cnc3sc(C)c(S(=O)(=O)N4CCN(c5ccccc5OC)CC4)c3c2=O)cc1OC	x	x	x	-1.9%	u	-9.3%	-0.5%	x
O=C(Cn1cccc1C(=O)c1ccccc1)NCCN1CCOCC1	-7.7%	-0.9%	-4.3%	-3.8%	-8.5%	-2.2%	0.0%	2.1%
COC(=O)C1=C(O)/C(=C\c2ccc(O)c(OC)c2)N=C1C	-4.3%	i	-13.1%	1.5%	u	2.0%	-2.2%	x
CC(=O)c1c(C)nc2ccccc2c1N	-5.9%	-5.1%	3.6%	2.0%	-0.5%	6.6%	0.1%	x
CN(C)C(=O)COC(=O)c1cccc(CN2C(=O)c3ccccc3C2=O)c1	-1.5%	-8.1%	7.3%	10.9%	8.4%	0.0%	-0.7%	3.2%
Cc1cc(C)c(/C=C/c2onc(C)c2S(=O)(=O)N2CCC(C(=O)Nc3ccc(Cl)c(C(F)(F)F)c3)CC2)c(C)c1	x	x	x	-0.1%	15.4%	u	-10.4%	x
O=C(COc1ncnc2ccccc12)Nc1ccccc1[N+](=O)[O-]	6.0%	-8.9%	1.2%	7.0%	-8.6%	-2.2%	0.9%	3.6%
O=C(CSc1ncc2c(n1)-c1ccccc1N(Cc1ccc(Cl)cc1)S2(=O)=O)c1ccccc1	x	x	x	6.5%	15.2%	-13.4%	-1.2%	x
COc1ccc(S(=O)(=O)Nc2ccccc2C)cc1C(=O)N1CCOCC1	-8.4%	-0.2%	4.9%	6.6%	4.5%	-1.2%	0.3%	6.0%
COc1ccc(C2CC(=O)Oc3c(C(CCN4CCN(c5ccccc5)CC4)c4ccc(N(C)C)cc4)c(OC)cc(OC)c32)cc1 (stereo unspecified)	4.0%	-16.0%	-6.6%	-7.1%&-0.3%	u	8.8%	-0.4%&-1.2%	x
O=C(CCCN1C(=O)c2ccccc2C1=O)N1CCc2ccccc2C1	3.3%	-4.9%	8.1%	-11.0%	u	-7.5%	-2.0%	-9.0%
C/C(=N\NC(=S)NC1CCCCC1)c1c(F)cccc1F	23.6%	-24.8%	-3.7%	2.0%	-6.0%	6.0%	-1.2%	-25.6%
Cn1c(=O)[nH]c2cc(-c3noc(-c4ccc(C#N)cc4)n3)ccc21	x	x	x	5.0%	u	6.4%	0.5%	x
Cc1ccccc1Oc1ncccc1C(=O)/C(C#N)=C/N(C)C	-7.7%	11.4%	-2.6%	7.2%	2.9%	0.3%	-3.0%	25.7%
O=C(CCc1nc(-c2ccccc2F)no1)NC1CCCCCC1	10.2%	-1.8%	10.0%	-2.4%	0.7%	3.6%	-4.1%	2.1%
COc1ccc(NC(=S)NCc2ccco2)c(OC)c1	23.8%	-11.0%	13.3%	-9.1%	-13.0%	0.2%	-3.8%	x
CCCCN1C(=O)c2ccc(C(=O)Nc3c(N)n(CCCC)c(=O)n(C)c3=O)cc2C1=O	3.2%	i	-4.9%	0.6%	-12.7%	1.5%	0.9%	4.5%
CC(C)Cn1c(SCC(=O)Nc2ncccn2)nc2ccccc21	-2.4%	i	-0.6%	-0.7%	-4.2%	1.1%	-2.4%	-7.4%
COc1cc(NC(=O)CCCOc2cc(=O)n(C)c3ccccc23)cc(OC)c1OC	x	x	x	-5.2%	-10.0%	-4.8%	u	x
COc1ccccc1CNc1ncnc2onc(-c3ccc(Cl)cc3)c12	x	x	x	5.2%	-12.6%	-8.8%	-0.8%	x
COc1cccc(-c2nc(CS(=O)CC(=O)N3CCN(c4cccc(C(F)(F)F)c4)CC3)c(C)o2)c1 (stereo unspecified)	x	x	x	-3.7%	u	11.0%	-1.3%	x
CNS(=O)(=O)c1ccc(N=Cc2c(C)[nH]n(-c3ccc(C)cc3C)c2=O)cc1	2.2%	7.5%	u	-3.4%	-5.3%	6.6%	-7.3%	-8.7%
N#CC1C(C#N)N2CCCN2C1c1ccc(Cl)cc1 (stereo unspecified)	-2.6%	2.1%	-29.4%	-16.2%	-6.8%	3.3%	1.0%	-7.9%
O=C(NC1CCCc2ccccc21)c1cccc(S(=O)(=O)N2CCN(c3ccccc3)CC2)c1 (stereo unspecified)	29.1%	-14.5%	-3.9%	10.1%	-0.1%	-14.7%	1.4%	x
